Compound activity as filed in PubChem BioAssay.
mIAP inh – mouse IAP inhibition | purified mouse IAP, CDP-Star luminescence, 30 min | inhibition, % at 10 µM | 330,000 compounds, 0.2% hits | AID 2806;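 active = inhibition of at least 40% at 10 µM in the primary screen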;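 note: plate controls were DMSO with enzyme for no effect and no enzyme wells for full effect; values of inactives mirror those of a sister screen read the other way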
hIAP block – human IAP inhibition. AID 2544. purified IAP, CDP-Star luminescence, 30 min. 330,000 compounds, 0.12% hits. inhibition, % at 10 µM. P09923;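 active = inhibition reaching a set limit with compound at 10 µM in the primary screen, cut at about 35% in these data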;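 note: plate controls were DMSO wells with enzyme for no effect and no-enzyme buffer wells for full effect; values of inactives mirror those of a sister screen read the other way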
Target sequence (P09923 whole entry, looked up): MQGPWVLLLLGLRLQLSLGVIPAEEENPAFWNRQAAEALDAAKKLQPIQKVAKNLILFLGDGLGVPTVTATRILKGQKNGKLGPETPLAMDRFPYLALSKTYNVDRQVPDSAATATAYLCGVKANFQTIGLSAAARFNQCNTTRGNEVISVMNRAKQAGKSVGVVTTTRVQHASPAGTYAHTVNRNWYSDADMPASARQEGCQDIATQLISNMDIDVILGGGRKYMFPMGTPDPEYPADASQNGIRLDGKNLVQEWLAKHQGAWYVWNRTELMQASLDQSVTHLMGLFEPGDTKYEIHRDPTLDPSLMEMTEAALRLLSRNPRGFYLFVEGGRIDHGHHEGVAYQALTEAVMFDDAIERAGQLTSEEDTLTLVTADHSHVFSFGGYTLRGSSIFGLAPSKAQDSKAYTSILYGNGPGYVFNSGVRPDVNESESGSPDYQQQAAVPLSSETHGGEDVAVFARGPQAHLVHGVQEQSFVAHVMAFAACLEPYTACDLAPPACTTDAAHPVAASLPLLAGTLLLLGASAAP
A3A deaminase – blocks human APOBEC3A ssDNA deamination; recombinant A3A, FAM/TAMRA ssDNA deamination fluorescence; inhibition, % at 20 µM; 330,000 compounds, 0.41% hits; AID 493011;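 active = at least 40% inhibition at 20 µM here, with at most 30% in a related deaminase screen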;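 note: plate controls were A3A with DMSO for no effect and wells lacking A3A enzyme for full effect; some results filed as inactive read as strong as hits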
mIAP act – mouse IAP activation; muIAP, CDP-Star luminescence, 30 min; stronger effect = higher value; 1 = vehicle-only enzyme signal, 0 = enzyme-free wells; activation factor at 10 µM; 330,000 compounds, 0.24% hits; AID 2805;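 active = activation factor of at least 2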; note: the source names both 10 and 20 µM as test concentration; values of inactives mirror those of a sister screen read the other way
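Assay system: mouse IAP enzyme / Compound: DMSO-dissolved test compounds / Timing: 30 min, room temperature / Measured by: luminescence from enzymatic CDP-Star hydrolysis / Control set: DMSO-only wells, enzyme-free buffer wells as negative control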
A3G deaminase – APOBEC3G (human) deaminase inhibition; recombinant A3G, ssDNA deamination FAM/TAMRA fluorescence; Q9HC16; 330,000 compounds, 0.28% hits; inhibition, % at 20 µM; AID 493012;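 active = inhibition of at least 40% at 20 µM, with no more than 30% in the related APOBEC3A deaminase screen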;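 note: plate controls were DMSO wells with A3G for no effect and wells lacking A3G enzyme for full effect; some compounds called inactive have numbers as strong as hits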
Target sequence (Q9HC16 whole entry, looked up): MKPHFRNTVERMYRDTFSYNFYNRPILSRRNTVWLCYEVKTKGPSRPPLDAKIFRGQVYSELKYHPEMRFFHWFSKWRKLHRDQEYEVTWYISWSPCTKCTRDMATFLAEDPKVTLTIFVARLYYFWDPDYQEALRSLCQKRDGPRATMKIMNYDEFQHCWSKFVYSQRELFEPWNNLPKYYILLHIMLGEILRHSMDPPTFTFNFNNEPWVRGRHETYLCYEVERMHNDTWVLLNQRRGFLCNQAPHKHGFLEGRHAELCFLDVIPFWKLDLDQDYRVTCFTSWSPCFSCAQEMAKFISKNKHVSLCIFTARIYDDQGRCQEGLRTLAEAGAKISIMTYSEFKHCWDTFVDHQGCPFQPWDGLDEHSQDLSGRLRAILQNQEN
MPTP block – inhibitors of mitochondrial permeability transition pore | isolated mouse mitochondria, Ca2+ swelling absorbance, 30 min | inhibition, % at 10 µM | 360,000 compounds, 1.4% hits | AID 602449;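 active = inhibition of 50% or more, scaled per plate between neutral and stimulator controls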;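 note: 0% = DMSO wells given calcium and 100% = 1 mM EGTA wells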
MIN6 prolif – inducers of beta-cell replication in MIN6 cells; MIN6 cells proliferation, ATPlite luminescence, 48 h; cells starved in 0.2% serum; 100% = growth in 10% serum; proliferation, % at 10 µM; 330,000 compounds, 0.29% hits; AID 2380;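 active = compounds whose signal lies at least 3.5 SD above the mean of all wells on their plate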;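 note: 0% = DMSO-treated cells in low-serum medium and 100% = 10% serum control; some compounds called inactive have numbers as strong as hits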
hIAP activ – increases human intestinal alkaline phosphatase activity; P09923; purified human IAP, CDP-Star luminescence, 30 min; stronger effect = higher value; 1 = vehicle-only enzyme, 0 = enzyme-free background; activation factor at 10 µM; 330,000 compounds, 0.16% hits; AID 2524;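 active = activation factor of the enzyme at least 2-fold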; note: the source names both 10 and 20 µM as test concentration; values of inactives mirror those of a sister screen read the other way
GRIN3A LBD mod – modulates the human NR3A ligand-binding domain. NR3A LBD differential scanning fluorimetry, Tm shift; 0% = protein alone, 100% = glycine-bound protein. Tm shift relative to glycine control, % at 25 µM. 340,000 compounds, 2.5% hits. AID 1259313;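 active = melting temperature shift of at least 10% of the positive control shift, at one fixed dose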
* hit, by the source's call.

Values run as follows: mIAP inh	hIAP block	A3A deaminase	mIAP act	A3G deaminase	MPTP block	MIN6 prolif	hIAP activ	GRIN3A LBD mod
CCNS(=O)(=O)c1c(C)cc(C)c(N(C)S(=O)(=O)c2ccccc2)c1C
    -3.1	7.0	-0.9	1.03	-2.8	5.1	-0.7	0.93	-1.8
Cc1cc[n+](CC(=O)Nc2nc3ccccc3s2)cc1
    6.4	-1.0	-1.7	0.936	-3.3	-1.5	0.7	1.01	0.2
Cc1c(N2C(=O)C(=O)/C(=C(/O)c3ccccc3)C2c2ccc(F)cc2)c(=O)n(-c2ccccc2)n1C (stereo not given)
    -2.4	-10.9	-3.0	1.02	-5.2	1.3	-1.4	1.11	6.6
CC(C)Cc1cc(C(=O)N2CCC(N3CCC(C(=O)N4CCCC4)CC3)CC2)n[nH]1
    1.0	-30.4	6.3	0.99	-7.2	1.6	1.1	1.3	-0.9
CC1(C)C(=O)Nc2ccccc2N1C(=O)CSc1nnc2c(Cl)cc(Cl)cn12
    7.8	-32.1	6.0	0.922	-0.4	-0.7	0.0	1.32	1.5
CCn1c(=S)sc2c(=O)n(CC(=O)Nc3ccc(Cl)cc3)c(C)nc21
    2.1	-26.6	-4.9	0.979	-4.0	8.9	-6.3	1.27	15.1*
COc1ccccc1NC(=O)CSc1nc(=O)n(CCN2CCOCC2)c2c1CCC2
    -3.9	-1.6	2.9	1.04	0.8	-0.8	-2.7	1.02	-1.0
O=C(CSc1nnc(-c2ccccc2Cl)n1Cc1ccco1)Nc1ccc2c(c1)OCCO2
    -12.8	-2.9	2.0	1.13	14.7	-3.0	-1.8	1.03	-0.4
Cc1occc1C(=O)N1CCN(c2ccc(Cl)c(Cl)c2)CC1
    7.2	4.6	-1.2	0.928	-4.4	-2.7	-2.4	0.954	1.0
CCOC(=O)C1(CCc2ccccc2)CCN(C(=O)C2=C(C)OCCO2)CC1
    1.4	-0.4	0.8	0.986	1.6	-0.3	1.2	1	-1.6
O=C(CSc1nc2ccccc2c(=O)n1-c1ccc(F)cc1)Nc1ccc(C(=O)O)cc1
    -4.2	13.4	1.5	1.04	0.4	-1.2	0.2	0.866	-0.5
O=[N+]([O-])c1cccc(OCc2cn3cccnc3n2)c1
    1.4	-9.4	1.0	0.986	0.1	-1.8	-2.4	1.09	-0.7
O=C(COc1ccc2c(C(F)(F)F)cc(=O)oc2c1)Nc1ccc2c(c1)OCCO2
    -1.7	-2.5	-1.0	1.02	-2.5	4.7	-1.6	1.02	2.3
CC(=O)Nc1ccc(S(=O)(=O)NC(C)(C#N)C2CC2)cc1 (stereo not given)
    3.8	2.5	-2.6	0.962	-9.0	-0.8	1.6	0.975	-0.3
Cc1sccc1/C=N/NC(=O)c1ccco1
    3.5	-6.6	-3.9	0.965	-8.2	-1.4	-3.3	1.07	1.7
CN1CCN(c2ncnc3c2cnn3-c2ccc(Cl)cc2)CC1
    -3.2	13.8	-3.9	1.03	-10.0	0.5	-2.2	0.862	1.4
O=C(O)CSCC(=O)N1CCN(Cc2ccc3c(c2)OCO3)CC1
    13.9	7.2	-1.8	0.861	-7.2	-1.2	0.7	0.928	0.9
CC(=O)Nc1ccc(NC(=O)C2CC(=O)Nc3nc4ccccc4n32)cc1 (stereo not given)
    7.0	-27.5	-1.4	0.93	-5.1	0.2	-2.9	1.27	-3.4
CC1(C)Oc2ccc3ccc(=O)oc3c2/C(=C/NNC(N)=S)C1=O
    5.3	-23.9	-2.3	0.947	0.4	-0.1	-2.6	1.24	0.8
CCn1cc(CNC(=O)/C=C/c2cnn(C)c2)c(C)n1
    -0.4	9.9	-5.6	1	-7.9	2.0	-2.5	0.901	-4.2
COC(=O)c1c(C)oc(C)c1S(=O)(=O)N1CCOCC1
    1.6	3.3	-1.9	0.984	-6.4	0.5	-2.5	0.966	0.2
Cn1cccc1-c1cc(C(=O)N/N=C/c2ccc(F)cc2)[nH]n1
    12.8	-60.3	-1.5	0.872	3.0	-1.1	0.0	1.6	8.8
COc1ccc(Nc2ccc(N3C(=O)CCC3=O)cc2[N+](=O)[O-])cn1
    15.2	5.4	0.5	0.848	-3.0	8.3	2.8	0.946	0.6
CSc1nnc(C)c(/C=C/NOCc2ccc(Cl)cc2)n1
    6.8	7.1	-2.1	0.932	-6.6	0.6	-1.9	0.929	-3.2
O=C(OCC(=O)N1CCc2ccccc21)[C@@H]1CC(O)CN1S(=O)(=O)c1ccccc1[N+](=O)[O-] (stereo not given in full)
    -4.0	-2.7	-1.0	1.04	-4.4	7.3	-4.7	1.03	-1.7
CSc1ccccc1NC(=O)CN(C)CC(=O)Nc1ccccc1F
    -3.3	-7.0	-1.6	1.03	-5.1	1.1	-1.7	1.07	0.7
CC(C)C(=O)Nc1ccccc1N1CCN(S(C)(=O)=O)CC1
    0.9	-6.3	-1.6	0.991	0.0	-1.1	1.9	1.06	-2.1
CCOc1cc(/C=C2\SC(=NC)N(C)C2=O)cc(Cl)c1OC(C)=O
    3.7	7.2	-4.6	0.963	-10.5	0.6	-2.8	0.928	0.0
CCc1cc2c(Nc3ccc(O)cc3)nc(C)nc2s1
    3.6	-10.6	-4.4	0.964	3.1	0.7	-4.9	1.11	-4.6
O=C(COc1ccc(-n2cnnn2)cc1)NC1CCCCC1
    -5.0	-18.2	-5.5	1.05	-5.8	-0.2	-3.5	1.18	1.3
Cc1ccc(NC(=S)N2CCCCCC2)cc1
    -9.0	-8.3	-0.1	1.09	-0.4	2.0	-2.0	1.08	0.8
COC(=O)c1ccc(C(=O)OC)c(NC(=O)COC(=O)C2CC2C)c1 (stereo not given)
    2.5	-12.3	1.2	0.975	2.2	1.6	0.0	1.12	-1.0
O=C(NCc1ccc(Cl)cc1)c1cc(=O)[nH]c2ccccc12
    -4.1	-15.6	-0.8	1.04	-1.9	0.1	0.6	1.16	2.8
O=C(c1cccc(C(F)(F)F)c1)N1CCC(O)(CS(=O)(=O)Cc2ccccc2Cl)CC1
    -1.3	-2.7	1.9	1.01	1.0	0.4	0.8	1.03	0.2
COC(C(=O)Nc1ccc(F)cc1F)c1ccccc1 (stereo not given)
    -0.5	15.6	-2.8	1	-4.3	-1.0	2.8	0.844	-0.3
CC1CCc2cc(F)ccc2N1C(=O)c1cccnc1 (stereo not given)
    -5.4	11.1	-5.8	1.05	-4.4	0.4	-0.2	0.889	0.8
N#Cc1ccc(Oc2cccnc2)cc1C#N
    -2.0	1.1	0.0	1.02	1.0	0.5	-3.5	0.989	-2.9
O=C(CCc1nc2ccccc2c(=O)[nH]1)N1CCN(S(=O)(=O)c2ccc(Cl)c(C(F)(F)F)c2)CC1
    3.7	-4.3	-0.5	0.963	-6.5	-2.1	-4.8	1.04	0.4
CSCC[C@H](NC(=O)OC(C)(C)C)C(=O)N/N=C/c1ccc2nccnc2c1
    -12.5	12.9	-0.3	1.12	-7.9	1.7	-1.2	0.871	-2.3
COc1cc(C(NC=O)C(=O)Nc2c(C)cccc2C)ccc1O (stereo not given)
    -7.1	3.0	1.9	1.07	-3.7	1.9	1.3	0.97	0.5
O=C(CSc1nnnn1C1CCCC1)Nc1ccccc1N1CCOCC1
    -4.7	-3.0	3.4	1.05	-3.8	0.4	-2.8	1.03	2.5
COc1ccc(N(CC(=O)NCc2ccc3c(c2)OCO3)S(C)(=O)=O)cc1OC
    -11.4	-14.6	-4.4	1.11	-5.6	0.4	-1.7	1.15	-0.7
CCC1CCCCN1CC(C)(C)NS(=O)(=O)c1ccccc1 (stereo not given)
    3.2	-6.8	-3.4	0.968	-8.6	0.8	0.8	1.07	-2.1
CC(=O)c1ccccc1NC(=O)COC(=O)/C=C/c1ccc(C)o1
    6.3	10.5	3.2	0.937	-4.0	1.0	2.6	0.895	3.4
O=C(CSc1cccc[n+]1[O-])Nc1ccccc1C(F)(F)F
    0.6	4.9	0.9	0.994	-2.8	-0.1	1.7	0.951	0.6
CC(=O)Nc1ccc(S(=O)(=O)N[C@@H](C)C(=O)N2CCN(c3ccccn3)CC2)cc1
    0.3	-7.8	0.5	0.997	-2.5	2.2	0.6	1.08	0.4
COc1ccc(C2CC(C(F)(F)F)n3nc(C(=O)Nc4ccc5c(c4)OCO5)cc3N2)cc1 (stereo not given)
    -9.1	-5.8	4.4	1.09	4.7	0.5	-0.5	1.06	-9.6
COc1ccc(C)cc1N1CC(C(=O)Nc2ccccc2N2CCCCC2)CC1=O (stereo not given)
    1.1	8.7	2.2	0.989	-6.9	-2.1	-1.4	0.913	-1.2
CC1(C)CC2CC(C)(CN2C(=O)c2cc(-c3ccccc3)on2)C1 (stereo not given)
    6.0	2.5	-1.5	0.94	-5.9	-0.1	-5.5	0.975	2.3
O=C(Cc1ccccc1)Nc1ccccc1C(=O)Nc1ccccc1
    2.9	-5.7	1.9	0.971	0.9	10.9	0.0	1.06	-3.8
O=C(Nc1ccccc1)OC1CC2CC1C1CCCC21 (stereo not given)
    -6.3	15.1	-3.1	1.06	-8.2	6.9	-3.7	0.849	0.8
Cc1ccccc1OCCCC(=O)Nc1nncs1
    13.9	1.5	-0.6	0.861	-6.9	1.8	-0.3	0.985	0.2
O=C(N/N=C/C=C/c1ccco1)c1cccnc1
    29.5	8.7	17.4	0.705	7.7	0.7	-0.3	0.913	2.1
O=C(N/N=C/c1ccc2c(c1)OCO2)C(=O)N1CCCC1
    -1.2	15.8	-5.0	1.01	-7.6	-0.6	0.5	0.842	0.2
C=CCNc1cc(=O)n(Cc2ccccc2)c(=O)[nH]1
    -14.9	9.2	-1.6	1.15	-6.5	1.2	-1.3	0.908	-0.8
O=[N+]([O-])c1ccc(-c2cn(-c3ccccc3)c(=S)[nH]2)cc1
    9.1	12.0	0.3	0.909	-3.2	0.3	-2.5	0.88	-1.7
COc1cc2[nH]c(=S)nc(NCc3ccc(C)cc3)c2cc1OC
    2.5	-0.5	-3.5	0.975	-4.8	-0.9	2.4	1	1.2
Cc1ccc(OCCNC(=O)CCNS(=O)(=O)c2ccc(Br)cc2)cc1
    -10.4	-20.3	-1.3	1.1	-9.2	1.2	-5.4	1.2	0.4
Cc1cccc(N(CC(=O)N2CCc3ccccc3C2)S(C)(=O)=O)c1C
    -1.8	-25.9	-6.9	1.02	-3.2	-1.2	0.1	1.26	2.0
CCc1c(C)[nH]n(-c2nc(-c3cccc([N+](=O)[O-])c3)cs2)c1=O
    11.5	-2.6	0.3	0.885	0.4	4.4	-1.5	1.03	-7.1
CNC(=O)c1ccc(CNC(=O)OCc2ccccc2)cc1
    -3.8	-21.9	-4.3	1.04	-2.7	-1.5	-2.3	1.22	0.3
COc1ccccc1Nc1ccncc1[N+](=O)[O-]
    11.2	-6.5	-2.2	0.888	-6.0	-0.7	8.1*	1.06	-1.1
CCOc1ccc(N2C(=O)CC(N(Cc3ccco3)C(=O)CCC(=O)O)C2=O)cc1 (stereo not given)
    -6.9	5.0	1.2	1.07	-4.9	0.1	0.1	0.95	1.3

3 entries already listed, arranged by the number in MPTP block, ascending:
mol	mIAP inh	hIAP block	A3A deaminase	mIAP act	A3G deaminase	MPTP block	hIAP activ	GRIN3A LBD mod
Cn1cccc1-c1cc(C(=O)N/N=C/c2ccc(F)cc2)[nH]n1	12.8	-60.3	-1.5	0.872	3.0	-1.1	1.6	8.8
CC1(C)CC2CC(C)(CN2C(=O)c2cc(-c3ccccc3)on2)C1 (stereo not given)	6.0	2.5	-1.5	0.94	-5.9	-0.1	0.975	2.3
N#Cc1ccc(Oc2cccnc2)cc1C#N	-2.0	1.1	0.0	1.02	1.0	0.5	0.989	-2.9
